LAP4-GFP MLPCN – yeast TOR pathway LAP4-GFP modulation. GFP response vs DMSO, % at 10 µM. AID 2023. 320,000 tested, 0.34% active. S. cerevisiae LAP4-GFP multiplex, flow cytometry GFP, 3 h; median GFP as percent of DMSO wells;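 active = GFP response vs DMSO above a set limit, about the screen mean plus 3 SD, cut at about 150% in these data; inconclusive = under 70 cell events counted for the yeast strain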
AHR act – activators of human aryl hydrocarbon receptor; AHR-responsive luciferase reporter cells, luminescence; activation, % at 5 µM; 320,000 tested, 2.5% active; in the data active = activation above about 47%;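 note: 0% = vehicle wells and 100% = reference agonist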
Yeast superoxide – yeast age-related superoxide inhibition as caloric restriction mimetic. 330,000 tested, 0.18% active. S. cerevisiae aged cells, superoxide DHE fluorescence; hits give low values. superoxide response (% of plate mean), % at 10 µM;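 active = superoxide response under a set limit, about three screen SD below normal, cut at about 65% in these data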;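 note: yeast aged for seven days with compound at 30 °C before DHE staining; 100% = average MFI of all compound-treated wells on the plate with controls excluded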
proCasp7 act – counter-screen for procaspase-3 activators: activators of human procaspase-7; recombinant procaspase-7, Ac-DEVD-pNA absorbance 405 nm; D23A/D198A/D206A triple mutant, cannot self-cleave; scale: DMSO 0, 5 µM enzyme 100; 330,000 tested, 0.093% active; activation, % at 8.5 µM; AID 463210; P55210;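 active = percent activation above the screen-wide mean plus 3 SD, cut at about 25% in these data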
Target sequence (P55210 whole entry D23A/D198A/D206A): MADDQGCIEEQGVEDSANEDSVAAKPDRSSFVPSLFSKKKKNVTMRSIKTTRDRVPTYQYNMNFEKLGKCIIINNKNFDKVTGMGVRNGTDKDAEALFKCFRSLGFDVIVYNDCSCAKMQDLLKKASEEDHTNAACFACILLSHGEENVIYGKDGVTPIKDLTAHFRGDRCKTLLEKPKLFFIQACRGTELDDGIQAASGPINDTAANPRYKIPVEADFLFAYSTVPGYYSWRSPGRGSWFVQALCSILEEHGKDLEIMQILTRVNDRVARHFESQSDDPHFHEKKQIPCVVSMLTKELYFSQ
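signal = Epi-absorbance of released pNA at 405 nm, two timepoints | assay system = Uncleavable procaspase-7 mutant enzyme | reagent = Ac-DEVD-pNA substrate, 400 µM as added | times = 1 h enzyme–compound preincubation and 2 h substrate reaction, both 25 °C | benchmarks = low DMSO alone, high DMSO plus 5 µM PC-7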
GASC-1 inh – inhibitors of human GASC-1 (JMJD2C) demethylase. inhibition, % at 2.35 µM. 330,000 tested, 0.069% active. GST-JMJD2C(1-420) H3K9me3 demethylation, DELFIA europium. Q9H3R0;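 active = more than half of a compound's replicate wells show inhibition beyond 50%, single wells judged on their own value; inconclusive = some, but no more than half, of replicates pass 50% inhibition; inactive = no replicate passes 50% inhibition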;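 note: signal counts dimethyl H3K9 product captured on neutravidin plate; 0% = median of DMSO wells and 100% = 0.3 times that DMSO median; strong numbers were not always called active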
Target sequence (Q9H3R0 1-420 limits assumed): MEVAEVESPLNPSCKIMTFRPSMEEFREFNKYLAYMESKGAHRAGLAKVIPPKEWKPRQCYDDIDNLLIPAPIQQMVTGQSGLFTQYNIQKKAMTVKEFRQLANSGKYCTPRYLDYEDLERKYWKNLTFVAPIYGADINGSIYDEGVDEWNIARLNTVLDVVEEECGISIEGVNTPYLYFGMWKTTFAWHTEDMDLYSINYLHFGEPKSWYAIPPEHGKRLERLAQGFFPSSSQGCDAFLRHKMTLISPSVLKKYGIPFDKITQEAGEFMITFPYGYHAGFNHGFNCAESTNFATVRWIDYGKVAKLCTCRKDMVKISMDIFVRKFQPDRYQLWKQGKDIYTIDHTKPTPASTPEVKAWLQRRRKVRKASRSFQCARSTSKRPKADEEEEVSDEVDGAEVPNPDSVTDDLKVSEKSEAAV
MEP2-GFP yeast – modulators of TOR pathway MEP2-GFP in S. cerevisiae; S. cerevisiae MEP2-GFP strain, flow cytometry GFP, 3 h; 100% = DMSO control level; GFP response vs DMSO, % at 10 µM; 330,000 tested, 0.51% active; AID 2016;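 active = GFP response versus DMSO above a set limit, roughly screen mean plus 3 SD, cut at about 180% in these data; inconclusive = fewer than 70 cells counted for a yeast strain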;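 note: median GFP fluorescence of the barcode-gated MEP2-GFP cells per well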
RPL19A-GFP yeast – alters RPL19A-GFP fluorescence in TOR pathway yeast screen | S. cerevisiae RPL19A-GFP strain, flow cytometry, 3 h; hits give low values | percent response vs DMSO, % at 10 µM | 330,000 tested, 0.3% active;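 active = percent response vs DMSO below 50%; inconclusive = fewer than 70 events counted for the yeast strain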;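 note: median channel GFP fluorescence of the barcoded RPL19A-GFP strain; ratio of sample median GFP to plate DMSO average so 100% = DMSO; lower means less RPL19A-GFP as with rapamycin TOR inhibition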
procasp3 activ – activators of human procaspase-3; 330,000 tested, 0.11% active; P42574; recombinant procaspase-3 D3A, Ac-DEVD-pNA absorbance 405 nm; AID 463141; activation, % at 8.5 µM;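 active = activation above the mean of all tested compounds plus 3 SD, cut at about 21% in these data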;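 note: 0% = DMSO alone and 100% = DMSO wells spiked with extra 5 µM PC-3 D3A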
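Test system: Procaspase-3 D3A mutant; medium: Zinc-free HEPES/NaCl buffer with 0.01% Triton X-100 at pH 7.4; reagent: DEVD-pNA substrate; doses: one concentration, 8.5 µM nominal, 0.8% DMSO; times: 1 h preincubation plus 2 h reaction at 25 °C; signal: Epi-absorbance at 405 nm of released p-nitroaniline, 0 and 120 min; replicates: singlicate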
An asterisk follows results filed as active; i = inactive; ? = inconclusive; . = no result given; [ ] = another dose, or the depositor's remark. Rows were taken by chance; 3.8% or so of the library scored in one or more.

The first 3 records, to show the layout:
No. | Molecule | LAP4-GFP MLPCN | AHR act | Yeast superoxide | proCasp7 act | GASC-1 inh | MEP2-GFP yeast | RPL19A-GFP yeast | procasp3 activ
1 | CCO[C@H]1OC(C(=O)N2CCCCCCC2)=C[C@@H](C2CCCCC2)[C@@H]1CCCO | 108 | 0 | 99 | 3 | 5 | 95 | 102 | -1
2 | O=C(N/N=C/c1ccncc1)c1sc2ccccc2c1Cl | 81 | 7 | 100 | 3 | ? | 91 | 89 | -3
3 | Clc1ccc(CSc2ncn[nH]2)cc1 | 100 | -3 | 101 | 1 | 4 | 104 | 99 | 2

All compounds of this part, previewed entries included:
No. | Molecule | LAP4-GFP MLPCN | AHR act | Yeast superoxide | proCasp7 act | GASC-1 inh | MEP2-GFP yeast | RPL19A-GFP yeast | procasp3 activ
1 | CCO[C@H]1OC(C(=O)N2CCCCCCC2)=C[C@@H](C2CCCCC2)[C@@H]1CCCO | 108 | 0 | 99 | 3 | 5 | 95 | 102 | -1
2 | O=C(N/N=C/c1ccncc1)c1sc2ccccc2c1Cl | 81 | 7 | 100 | 3 | ? | 91 | 89 | -3
3 | Clc1ccc(CSc2ncn[nH]2)cc1 | 100 | -3 | 101 | 1 | 4 | 104 | 99 | 2
4 | C(#Cc1ccccc1)C[N+]1(CC#Cc2cccc3ccccc23)CCCC1 | 97 | 1 | 104 | -1 | -1 | 108 | 101 | 2
5 | CC1=Nc2cccc3cccc(c23)N1C | . | -1 | 104 | -4 | -5 | . | . | -3
6 | O=C(O)c1cc(S(=O)(=O)O)ccc1O | 96 | 3 | 109 | -3 | -3 | 111 | . | -4
7 | Cc1ccsc1/C=N/NC(=O)Cc1cccn1C | 94 | 6 | 90 | -9 | 5 | 103 | 103 | 1
8 | CN(CC(N)=O)S(=O)(=O)c1ccc(F)cc1 | 100 | 1 | 92 | 7 | -13 | 104 | 103 | 2
9 | COc1cc(CCC(=O)Nc2ccncc2Cl)cc(OC)c1OC | 87 | -1 | 102 | 10 | 11 | 101 | 101 | 3
10 | O=C(Nc1ccccc1)c1cccc(N2C(=O)C3C4C=CC(C5CC45)C3C2=O)c1 (stereo not given) | 98 | 8 | 96 | 5 | -20 | 98 | 95 | 4
11 | COc1ccc(NC(=S)Nc2ccccc2Cl)cn1 | 97 | 0 | 85 | -18 | 9 | 109 | 96 | 0
12 | COc1cccc(NC(=O)CCc2nnc3ccc(N4CCN(c5cccc(OC)c5)CC4)nn23)c1 | 94 | 3 | 103 | 1 | -13 | 100 | 98 | 12
13 | Cc1ccc(C(=O)Nc2ccc(N3CCCC3)cc2)c(C)c1 | 103 | -2 | 108 | -17 | 7 | 101 | 98 | 3
14 | COCCCN1C(=O)c2ccc(C(=O)OCC(=O)N3CCN(c4ccccc4)CC3)cc2C1=O | 93 | 1 | 105 | -7 | -2 | 103 | 89 | 0
15 | CCCS(=O)(=O)N1CCCC(C(=O)N2CCCCC2)C1 (stereo not given) | 105 | 1 | 83 | 9 | -11 | 121 | 104 | -5
16 | Cc1cc(C)n(C(=O)COc2ccccc2[N+](=O)[O-])n1 | 116 | 2 | 97 | 2 | 6 | 100 | 94 | -1
17 | Cc1ccc(C(=O)NCCn2cc(SCC(=O)Nc3nnc(C)s3)c3ccccc32)cc1 | 96 | -1 | 105 | -4 | -23 | 96 | 97 | -6
18 | Cc1ccc(NC(=O)CSCC(=O)N(C)CC(=O)Nc2cccc(F)c2)cc1 | 101 | 2 | 98 | 0 | 26 | 95 | 93 | 2
19 | CC1(C)CC2CC(C)(CN2C(=S)Nc2ccccc2F)C1 (stereo not given) | 85 | 2 | 88 | 17 | 10 | 83 | 87 | 7
20 | Cn1cc(-c2cccc(Cl)c2)cc(C#N)c1=O | 101 | 0 | 89 | 2 | 7 | 94 | 98 | 4

Part of the list above in order of molar mass, ascending.
No. | Molecule | LAP4-GFP MLPCN | AHR act | Yeast superoxide | proCasp7 act | GASC-1 inh | MEP2-GFP yeast | RPL19A-GFP yeast | procasp3 activ
6 | O=C(O)c1cc(S(=O)(=O)O)ccc1O | 96 | 3 | 109 | -3 | -3 | 111 | . | -4
7 | Cc1ccsc1/C=N/NC(=O)Cc1cccn1C | 94 | 6 | 90 | -9 | 5 | 103 | 103 | 1
16 | Cc1cc(C)n(C(=O)COc2ccccc2[N+](=O)[O-])n1 | 116 | 2 | 97 | 2 | 6 | 100 | 94 | -1
17 | Cc1ccc(C(=O)NCCn2cc(SCC(=O)Nc3nnc(C)s3)c3ccccc32)cc1 | 96 | -1 | 105 | -4 | -23 | 96 | 97 | -6

Next section:
No. | Molecule | LAP4-GFP MLPCN | AHR act | Yeast superoxide | proCasp7 act | GASC-1 inh | MEP2-GFP yeast | RPL19A-GFP yeast | procasp3 activ
21 | Cc1ccc(Nc2nc(C(=O)NCCCN3CCOCC3)cs2)cc1 | 91 | 4 | 95 | 11 | -40 | 108 | 102 | 0
22 | CNC(=O)c1ccc(-n2cccn2)nc1 | 107 | -2 | 100 | -3 | -7 | 104 | 100 | 2
23 | Cc1ccccc1-n1nnnc1SCc1cc(=O)n2ccsc2n1 | 107 | 6 | 94 | 6 | 1 | 93 | 94 | 10
24 | O=C(COc1cccc(NC(=O)c2ccccc2)c1)c1ccccc1 | 91 | 41 | 107 | 4 | 11 | 109 | 112 | 3
25 | O=C(Nc1nnc(C2=COCCO2)o1)c1ccc(S(=O)(=O)N2CCCCC2)cc1 | 104 | 1 | 94 | 4 | 2 | 116 | 113 | 1
26 | Cc1ccc(NC(=O)CNCc2cccs2)cc1Br | 110 | 1 | 104 | -5 | -31 | 99 | 102 | 7
27 | O=C(O)[C@H]1CCC(=O)N1Cc1ccco1 | 93 | 0 | 91 | -11 | 2 | 101 | 98 | 16
28 | CCOC(=O)C1(Cc2ccccc2)CCCN(C(=O)c2ccc(-n3ccnc3)cc2)C1 (stereo not given) | 73 | 28 | 99 | 5 | 13 | 93 | 101 | 12
29 | COC(=O)c1sccc1NC(=S)Nc1cc(C)cc(C)c1 | 93 | 0 | 92 | -2 | 0 | 92 | 98 | -6
30 | COc1ccc(NC(=O)Cc2c(SC)c3ccccc3n2Cc2ccccc2)cc1 | 96 | 14 | 114 | 8 | 40 | 99 | 106 | -1
31 | CCCN1CCN(C(=O)Cn2ncc3c([nH]c4ccc(C)cc43)c2=O)CC1 | 99[may fluoresce violet] | 5 | i | 0 | 27 | 186*[may fluoresce violet] | 65[may fluoresce violet] | 0

Bioassay records from PubChem BioAssay.
